Assay outcomes from PubChem.
KCNK3 block – human KCNK3 channel inhibition, primary screen | CHO-KCNK3 thallium flux, FluxOR fluorescence; hits give low values | B-score at 10 µM | hit rate 0.84% among 340,000 | AID 602410;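 active = B-score under library mean minus 4 SD, starting fluorescence ratio at most library mean plus 5 SD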;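 note: more negative B-score means stronger inhibition of thallium flux through KCNK3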
KCNK9 block – blocks the human KCNK9 two-pore domain potassium channel; HEK293 KCNK9, FluxOR thallium flux fluorescence; hits give low values; B-score at 10 µM; hit rate 1.2% among 310,000; AID 488922;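 active = ratio B-score over 3 SD below the library mean, with starting fluorescence within 5 SD of its mean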;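 note: negative B-score means less thallium flux so channel inhibition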
KCNQ1 inh – human KCNQ1 channel inhibition; P51787; CHO-K1 KCNQ1, FluxOR thallium flux fluorescence; hits give high values; B-score at 10 µM; hit rate 1.3% among 310,000; AID 2642;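 active = compounds whose thallium flux B-score, printed positive for inhibition, exceeds three library SD while starting fluorescence stays within three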;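 note: channel opened by potassium depolarization with thallium stimulus after 20 min compound exposure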
TRPC4 agonist – activators of mouse TRPC4 channel. Q9QUQ5. HEK293 TRPC4beta/mu-opioid, Fluo4 calcium fluorescence; hits give high values. B-score at 10 µM. hit rate 0.49% among 310,000;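 active = B-score above 5 SD of library B-scores, and initial fluorescence ratio not above library mean plus 5 SD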;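 note: positive B-score marks a calcium rise read as TRPC4 activation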
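Assay system: HEK293 stable line with TRPC4beta plus mu-opioid receptor; schedule: 45 min room-temperature Fluo4 loading, 110 s read; technique: kinetic Fluo4 calcium fluorescence; evaluation: integrated baseline-normalised fluorescence ratio, converted to per-well B score; controls: buffer (low) and maximal DAMGO (high)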
TRPC4 potent – TRPC4 (mouse) allosteric potentiation; HEK293 TRPC4beta/mu-opioid, DAMGO EC20, Fluo-4 Ca2+ flux; hits give high values; B-score at 10 µM; hit rate 0.42% among 310,000; AID 2227;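 active = B-score of calcium response area above 5 SD of library B-scores, with initial fluorescence ratio within 5 SD of library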;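 note: B-score of integrated fluorescence ratio over time as area under calcium response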
TMEM16A inh – inhibitors of mouse TMEM16A calcium-activated chloride channel. hit rate 1.2% among 310,000. Q8BHY3. normalized B-score (activity score, 25-100; higher = stronger inhibition) at 10 µM. AID 588511. HEK293 TMEM16A/YFP iodide influx fluorescence, ionomycin;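 active = ratio plate-corrected score three or more library SD toward inhibition, starting fluorescence score within five deviations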;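 note: score derived from kinetic fluorescence span divided by baseline fluorescence per well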
Target sequence (Q8BHY3 whole entry, looked up): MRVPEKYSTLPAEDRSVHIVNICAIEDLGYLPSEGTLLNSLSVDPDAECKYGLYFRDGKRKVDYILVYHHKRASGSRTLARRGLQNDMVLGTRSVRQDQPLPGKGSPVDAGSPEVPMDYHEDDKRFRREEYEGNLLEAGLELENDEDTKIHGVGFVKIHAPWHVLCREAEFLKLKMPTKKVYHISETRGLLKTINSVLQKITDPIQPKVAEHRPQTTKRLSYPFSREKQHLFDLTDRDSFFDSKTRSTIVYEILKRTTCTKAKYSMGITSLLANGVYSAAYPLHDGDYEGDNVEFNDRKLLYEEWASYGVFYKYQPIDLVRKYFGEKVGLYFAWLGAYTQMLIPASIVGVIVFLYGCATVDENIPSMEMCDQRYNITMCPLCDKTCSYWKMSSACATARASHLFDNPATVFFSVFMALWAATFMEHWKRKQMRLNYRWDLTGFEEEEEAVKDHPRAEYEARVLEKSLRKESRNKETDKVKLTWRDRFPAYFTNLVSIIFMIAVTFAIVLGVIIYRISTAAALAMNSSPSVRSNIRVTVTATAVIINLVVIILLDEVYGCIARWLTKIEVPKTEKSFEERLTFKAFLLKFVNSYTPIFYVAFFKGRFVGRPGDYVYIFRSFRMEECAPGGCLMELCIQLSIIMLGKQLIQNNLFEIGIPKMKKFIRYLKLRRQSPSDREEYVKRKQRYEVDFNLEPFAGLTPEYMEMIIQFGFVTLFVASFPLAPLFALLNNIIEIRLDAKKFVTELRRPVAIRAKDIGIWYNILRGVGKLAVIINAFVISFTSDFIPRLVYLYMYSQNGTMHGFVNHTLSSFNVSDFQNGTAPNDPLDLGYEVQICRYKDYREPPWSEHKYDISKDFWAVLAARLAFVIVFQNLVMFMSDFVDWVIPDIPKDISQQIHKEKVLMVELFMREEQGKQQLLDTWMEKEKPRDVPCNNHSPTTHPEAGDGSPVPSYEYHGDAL
HDAC3 inhib – inhibitors of human histone deacetylase 3. hit rate 0.15% among 320,000. O15379. recombinant HDAC3, fluorogenic peptide/trypsin coupled, fluorescence. inhibition, % at 8.3 µM; in the data active = inhibition above about 26%, passing the limit was not always enough; inconclusive = no clear call, values can overlap the other calls
ANO1 activ – activators or potentiators of mouse TMEM16A chloride channel | AID 623877 | HEK293 TMEM16A/YFP-H148Q/I152L, iodide quench fluorescence; hits give low values | hit rate 0.3% among 340,000 | Q8BHY3 | B-score at 10 µM;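 active = fluorescence-ratio B-score plate-corrected deviation score at least 3 library SD below zero, with starting fluorescence score within 5 deviations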;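 note: channel opened by trigger with iodide after compound preincubation; score built on the fluorescence ratio of max minus min over baseline; more negative score means more quench and so TMEM16A activation or potentiation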
DYRK1A inh – inhibitors of rat Dyrk1A kinase; inhibition, % at 12.5 µM; hit rate 0.43% among 310,000; ADP-Glo luminescence, NFATc1 peptide; Q63470; AID 504441; in the data active = inhibition above about 50%;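 note: plate controls were vehicle with enzyme for no effect and no enzyme for full effect; many of its hits are not listed in these tables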
KCNQ1 pot – potentiates or activates the human KCNQ1 potassium channel | P51787 | CHO-K1 KCNQ1, thallium flux FluxOR fluorescence; hits give high values | B-score at 10 µM | hit rate 0.35% among 310,000;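 active = fluorescence ratio B-score, a plate-corrected score, at least three library SD, with initial intensity B-score within 5 SD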
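Medium – assay buffer, equal DMSO in all wells · Material – CHO-K1 cell line with stable KCNQ1 potassium channel expression · Signal – kinetic FluxOR thallium fluorescence, 10-s 1-Hz baseline, 110-s post-stimulus read · Compound – single concentration per compound, DMSO matched to controls · Schedule – 37 °C overnight plating, 90-min dark dye load, 20-min compound pretreatment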
hERG rescue – hERG (human) protection from proarrhythmic block; activation (rescue from dofetilide block), less the hit threshold, % at 10 µM; AID 1511; CHO-hERG, FluxOR thallium flux, dofetilide IC70 present; hit rate 0.51% among 310,000; Q12809;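 active = activation above the mean of controls blocked by dofetilide plus 5 SD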;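 note: thallium influx through hERG after potassium depolarization seen as dye fluorescence rise; in these data hits start at about 4.7%; inactives centre near -7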
* hit, by the source's call; i = inactive; u = inconclusive; x = no result given.

Under each structure: KCNK3 block | KCNK9 block | KCNQ1 inh | TRPC4 agonist | TRPC4 potent | TMEM16A inh | HDAC3 inhib | ANO1 activ | DYRK1A inh | KCNQ1 pot | hERG rescue
- COc1ccc(NC(=O)c2sc3nc(-c4cccnc4)ccc3c2N)cc1
  i | i | i | i | i | i | -3 | i | -1 | i | -12
- O=C(O)c1cc(NS(=O)(=O)c2ccc(NCc3ccccc3)c([N+](=O)[O-])c2)cc(C(=O)O)c1
  i | i | i | i | i | i | 2 | i | -5 | i | -3
- COc1ccc(OC)c(-c2nc(CN3CCCCC3c3cccnc3)c(C)o2)c1 (centres undefined)
  i | i | i | i | i | i | 0 | i | 3 | i | -11
- Cc1cccc(NC(=O)COC(=O)c2ccccc2SCC(=O)N2CCCC2)c1
  i | i | i | i | i | i | -8 | i | -2 | i | -15
- O=C(CC1C(=O)NCCN1Cc1ccccc1C(F)(F)F)NC1CCCC1 (centres undefined)
  i | i | i | i | i | i | 1 | i | -2 | i | -12
- Cc1cccc(NC(=S)NNC(=O)c2ccc(O)cc2O)c1C
  i | i | i | i | i | i | -2 | i | 7 | i | -21
- N#Cc1cccc(C(c2nnnn2C2CCCC2)N2CCCCCC2)c1 (centres undefined)
  -15* | -7.2* | i | i | i | i | u | i | -7 | i | -6
- CCOC(=O)C1=C(COC(=O)/C=C/c2ccccc2Cl)NC(=O)NC1C (centres undefined)
  i | i | i | i | i | i | 4 | i | 1 | i | -8
- O=C(c1cccc(N2C(=O)c3ccccc3C2=O)c1)N1CCCC(C(F)(F)F)C1 (centres undefined)
  i | i | i | i | i | i | -1 | i | -4 | i | -9
- O=C(OC(C(=O)NCc1ccc(F)cc1)c1ccccc1)c1ccco1 (centres undefined)
  i | i | i | i | i | i | 2 | i | -3 | i | -2
- COc1ccccc1C1CC(c2ccc(NS(C)(=O)=O)cc2)=NN1C(=O)c1ccccc1 (centres undefined)
  i | i | i | i | i | i | 11 | i | 5 | i | -12
- C/C(=N\NC(=O)C1COc2ccccc2O1)c1ccc(Cl)s1 (centres undefined)
  i | i | i | i | i | i | -1 | i | x | i | -1
- O=C(C1CCN(S(=O)(=O)N2CCCC2)CC1)N1CCCCC1
  i | i | i | i | i | i | -4 | i | 2 | i | -1
- COc1ccccc1CCNC(=O)Cn1ccc2cc(S(=O)(=O)N3CCC(C)CC3)ccc21
  i | i | i | i | i | i | 0 | i | -11 | i | -5
- Cc1ccccc1NC(=S)NC(=O)C1CCCCC1
  i | i | i | i | i | i | -1 | i | -12 | i | -2
- CC(C)=C1C2CCC1C1C(=O)N(CCc3ccccc3)C(=O)C21 (centres undefined)
  i | i | i | i | i | i | -2 | i | 9 | i | -8
- O=C(c1cccc([N+](=O)[O-])c1)N1CCCC(C(=O)N2CCCCCC2)C1 (centres undefined)
  i | i | i | i | 29* | i | 0 | i | x | i | -4
- CCC(C)N(C(=O)Cn1nnc2ccccc21)C(C(=O)Nc1ccc(F)cc1)c1cccc(OC)c1 (centres undefined)
  i | -9.2* | i | i | i | i | 11 | i | -5 | i | -4
- CC(C)C(NC(=O)c1cccs1)C(=O)NC1CCCCC1 (centres undefined)
  i | i | i | i | i | i | 0 | i | -4 | i | -3
- CCCCNC(=O)N1CCN(c2ccccc2OC)CC1
  i | i | i | i | i | i | -9 | i | -9 | i | -8
- CC1(C)CC(=O)C(C=Nc2ccc(C(=O)c3ccccc3)cc2N=CC2=C(O)CC(C)(C)CC2=O)=C(O)C1
  i | i | i | i | i | i | 18 | i | 2 | i | -7
- FC(F)Oc1ccc(NC(=S)NCc2nc3ccccc3[nH]2)cc1
  i | i | i | i | i | i | 4 | i | x | i | -14
- O=C(/C=C1\NC2(CCCC2)Cc2ccccc21)C(=O)N/N=C/c1ccc(O)c(O)c1
  i | -10* | i | i | i | i | 11 | i | 0 | i | -17
- COc1cc(NC(=O)CN2c3cccc4cccc(c34)S2(=O)=O)cc(OC)c1OC
  i | i | i | i | i | i | 3 | i | 3 | i | -3
- COc1cc(S(=O)(=O)N2CCCCC2)ccc1NC(=O)c1ccncc1
  i | i | i | i | i | i | -3 | i | -8 | i | -8
- CCS(=O)(=O)Nc1cccc(C2=NN(C(C)=O)C(c3cccs3)C2)c1 (centres undefined)
  i | i | i | i | i | i | -1 | i | 0 | i | -12
- Cc1cc(Cl)cc(C)c1OCCNCc1ccccc1
  i | i | i | i | i | i | -2 | i | -3 | i | -13
- COc1ccccc1NC(=O)CNC(=O)Cn1cnc2sc(C)c(C)c2c1=O
  i | i | i | i | i | i | 2 | i | -3 | i | -2
- CC(C)(C)NC(=O)Cn1c(SCC(=O)NCc2cccs2)nc2ccccc21
  i | i | i | i | i | i | -5 | i | 7 | i | -12
- O=C(Nc1ccc(Br)cc1)C1CCN(C(=O)c2ccco2)CC1
  i | i | i | i | i | i | u | i | -1 | i | -5
- CCn1cc(CN2CCC(n3nccc3NC(=O)Cc3ccccc3)CC2)c(C)n1
  i | i | i | i | i | i | x | i | -3 | i | -10
- COc1ccc(C(C(=O)NC(C)(C)C)N(C(=O)Cn2nnc3ccccc32)c2cccc(C(C)=O)c2)cc1O (centres undefined)
  i | i | i | i | i | i | -1 | i | -2 | i | -8
- COc1cc(C(=O)OCCN2CCCCC2)ccc1O
  i | i | i | i | i | i | 3 | i | -7 | i | 1
- CCOC(=O)c1cc(C#N)c(C)nc1N(CC)CC
  i | i | i | i | i | i | 0 | i | 4 | i | -11
- CCn1c(COc2ccc3c(c2)OCO3)nnc1SCC(=O)O
  i | i | i | i | i | i | 3 | i | 3 | i | -6
- CN(C)C(=O)c1cc(C(=O)c2ccc(F)cc2C(F)(F)F)c[nH]1
  i | i | i | i | i | i | 3 | i | -2 | i | -1
- CCOc1ccc2nc(NC(=O)CSc3nnnn3C3CCCCC3)sc2c1
  i | i | i | i | i | i | 2 | i | -1 | i | -8
- Nn1c(Cc2cccc3ccccc23)nnc1SCc1c(Cl)cccc1Cl
  i | i | i | i | i | i | -3 | i | 0 | i | -3
- CCOC(=O)C1(CC2CCCCO2)CCN(C(=O)Nc2ccc(C(=O)OC)cc2)CC1 (centres undefined)
  i | i | i | i | i | i | 4 | i | 6 | i | -17
- O=C1c2ccc(Oc3cccc([N+](=O)[O-])c3)cc2C(=O)N1c1ccccn1
  i | i | i | i | i | i | 6 | i | 3 | i | -6
- Cc1ccccc1-n1nc(C)c2c(C(=O)NN)cc(-c3ccncc3)nc21
  i | i | i | i | i | i | -4 | i | 0 | i | -15
- CCOC(=O)N1CCN(Cc2ccccc2F)CC1
  i | i | i | i | i | i | 0 | i | -1 | i | -13
- Cn1c(SCC(=O)NCC2CCCO2)ncc(C(=O)Nc2ccc(Cl)cc2)c1=O (centres undefined)
  i | i | i | i | i | i | 0 | i | 7 | i | -7
- Cc1cccc(NS(=O)(=O)c2ccc3oc(=O)ccc3c2)c1C
  i | i | i | i | i | i | 2 | i | 0 | i | -3
- Cc1cc(C)c(S(=O)(=O)N2CCC(C(N)=O)CC2)cc1C
  i | i | i | i | i | i | 2 | i | -1 | i | -4
- CN(C)CCCN(C(=O)c1cc2cc([N+](=O)[O-])ccc2s1)c1nc2cc3c(cc2s1)OCCO3
  i | i | 6* | i | i | i | 17 | i | 7 | i | -16
- COc1ccc(OCCCC(=O)Nc2cccc(SC)c2)cc1
  i | i | i | i | i | i | -8 | i | -1 | i | -6
- CCOC(=O)C1(Cc2cccc(Cl)c2)CCCN(C(=O)C2CC2)C1 (centres undefined)
  i | i | i | i | i | i | -6 | i | 7 | i | -6
- COc1ccccc1/C=C/CN1CCCC(CCC(=O)NCc2ccc(F)c(F)c2)C1 (centres undefined)
  i | i | i | 118* | i | i | -13 | i | -1 | i | -5
- C=CCNC(=O)COc1ccc(S(=O)(=O)N2CCCC2)cc1
  i | i | i | i | i | i | -3 | i | -2 | i | -7

These rows are one share of the data (hit frequency here may not be typical).
